Bioassay records from PubChem BioAssay.
KB-3-1 cytotox – kills parental KB-3-1 adenocarcinoma cells. KB-3-1 viability, CellTiter-Glo ATP luminescence, 72 h. Potency, µM (titrated, usually from 46.1 µM), inactives show at the top dose activity change, negative = cytotoxic, hits mostly cytotoxic. hit rate 1.4% among 400,000; note: potency is the fitted concentration of half-maximal effect; % is set by controls: 0 for no effect and ±100 for the full control effect; nearly all actives have a fitted effect of over 60% in size
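Multi-concentration cytotoxicity screen in KB-3-1 cells grown in DMEM lacking phenol red with 10% FBS. After 72 h at 37 °C with compound, ATP-dependent luminescence was recorded.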
SW480 rereplic – inducers of DNA re-replication in SW480 colon cancer cells. SW480 DNA re-replication, Hoechst DNA content imaging, 48 h. Potency, µM (titrated, usually from 46.1 µM), inactives show at the top dose re-replication activation, hits mostly activators. hit rate 1.8% among 340,000; note: potency is the fitted concentration of half-maximal effect; % of control where 0% means no effect; nearly all actives have a fitted effect of over 55% in size
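Cells (250 per well) received 23 nL compound or DMSO by pin tool and were kept 48 hr at 37 C, 5% CO2. Nuclei were then stained with Hoechst for 40 min and scanned for DNA content.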
ATXN viability – cell viability loss in ATXN counter-screen | S2 cells (HEK-293 line with an ATXN2-luciferase reporter) viability, CellTiter-Fluor protease fluorescence, 24 h | Potency, µM (highest dose often 56.7 µM), most hits filed as cytotoxic | hit rate 0.49% among 400,000 | AID 651635; note: potency is the fitted concentration of half-maximal effect; nearly all actives have a fitted effect of over 40% in size
IL1B secr inh – inhibitors of inflammasome signaling (IL-1 beta secretion). THP-1 LPS/ATP IL-1B secretion, AlphaLISA, 16 h; stronger effect = lower value. activity change, % at 57.5 µM. hit rate 4.7% among 360,000. AID 743279; in the data active = activity change below about -50%; inconclusive = mostly about -30% to -49%; note: % is set by controls: 0 for no effect and ±100 for the full control effect
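Secreted IL-1B measured by AlphaLISA bead assay after 16 h compound exposure of THP-1 cells; compounds (final up to 57.5 uM) added 1 h before LPS (250 ng/mL) and ATP (1.25 mM) stimulation; lower signal means less secretion.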
HT1080-NT tox – kills 2HG-producing HT-1080-NT fibrosarcoma cells. HT-1080-NT fibrosarcoma viability, CellTiter-Glo ATP luminescence, 48 h. Potency, µM (highest dose often 46.1 µM), inactives show at the top dose activity, negative = less viability, hits mostly cytotoxic. hit rate 1.6% among 360,000. AID 686970;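 note: NT is the 2HG producing partner of a matched IDH1 knockdown line; potency is the fitted concentration of half-maximal effect; 0% = DMSO-treated cells and -100% = media-only wells without cells; nearly all actives have a fitted effect of over 55% in size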
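Fibrosarcoma NT cells, 750 per well in 5% FBS RPMI, were exposed to compound for 48 hours. Viability: CellTiter-Glo luminescence.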
ATXN2 expr inh – inhibitors of ATXN2 expression | HEK-293 ATXN2-luciferase reporter, luminescence, 24 h | Potency, µM (doses to about 57 µM), for the others: top-dose activity change, negative = inhibition, most hits filed as inhibitors | AID 1745845 | hit rate 0.72% among 360,000; note: potency is the fitted concentration of half-maximal effect; % is set by controls: 0 for no effect and ±100 for the full control effect; nearly all actives have a fitted effect of over 55% in size
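ATXN2-luciferase reporter cells (luciferase flanked by upstream and downstream ATXN2 gene portions) were treated 24 h at 37 °C with compounds at up to 57 uM. SteadyGlo luminescence gave expression; GF-AFC fluorescence gave viability.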
KB-V1 cytotox – kills drug-selected multidrug resistant KB-V1 cells | hit rate 3.4% among 400,000 | AID 1347076 | Potency, µM (series often up to 46.1 µM), inactives show top-dose activity change, negative = cytotoxicity, actives largely listed as cytotoxic | KB-V1 MDR cells viability, CellTiter-Glo, 72 h; note: potency is the fitted concentration of half-maximal effect; % is set by controls: 0 for no effect and ±100 for the full control effect; nearly all actives have a fitted effect of over 60% in size
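KB-V1, DMEM (no phenol red) + 10% FBS; cpd pin-transferred, titration series; 72 h, 37 degrees C; CellTiter-Glo, luminescence. Data normalized, curve-fit.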
MCF10A rereplic – induces DNA re-replication in MCF 10a normal breast cells; hit rate 2.9% among 350,000; AID 624296; Potency, µM (titrated, usually from 46.1 µM), for inactives: at the highest dose activity, positive = re-replication, actives largely listed as activators; MCF 10A DNA re-replication, Hoechst nuclear intensity, 48 h; note: potency is the fitted concentration of half-maximal effect; % of control where 0% means no effect; nearly all actives have a fitted effect of over 50% in size
HT1080 IDH1KD tx – kills HT-1080 cells with IDH1 knockdown | Potency, µM (series often up to 46.1 µM), for the others: top-dose activity, negative = toxicity, most hits filed as cytotoxic | hit rate 2% among 360,000 | HT-1080 IDH1 knockdown viability, ATP luminescence, 48 h;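 note: potency is the fitted concentration of half-maximal effect; 0% = DMSO wells and -100% = cell-free medium wells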
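Luminescent ATP read-out (CellTiter-Glo, 10 min at room temperature) after 48 h compound exposure at 37 °C gave viability of IDH1-knockdown HT-1080 cells. Activity was normalised to DMSO and cell-free wells, then fitted as concentration-response curves.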
Active calls of the source: *; i = inactive; ? = inconclusive; . = no result given; & = joins results of further samples; [ ] = dose if it differs, or a comment. Unless noted, calls come from the whole dose curve; as a rule, active = well fitted curve in the direction sought with a large enough effect; inconclusive = small, poorly fitted or top-dose-only effect, or another doubt; inactive = no such curve, though single readings can be large; an effect the other way counts as inactive or inconclusive.

Below each compound: KB-3-1 cytotox, SW480 rereplic, ATXN viability, IL1B secr inh, HT1080-NT tox, ATXN2 expr inh, KB-V1 cytotox, MCF10A rereplic, HT1080 IDH1KD tx
CC1=C(C(=O)OC2CCCCC2)C(c2ccco2)n2ncnc2N1 (centres undefined)
    8.7%, -5.5%, ?, 2.0, 4.2%, -16.5%, -6.8%, 8.1%, -2.8%
COC(=O)c1ccc2c(=O)n(Cc3ccc4c(c3)OCO4)c(SCC(=O)N3CCCC3)nc2c1
    0.8%, -9.7%, i, 53.6, 11.9%, 7.2%, ?, 0.4%, 21.0%
COc1ccccc1CNC(=O)COC(=O)/C=C/c1ccc2ccccc2n1
    14.1%, 75.4%, i, ?, 2.2%, 12.7%, ?, ?, 10.0%
CCOC(=O)NC(=O)C(=CNc1cccc(OC)c1)C(=O)NC(=O)OCC
    -3.2%, -21.7%, i, 32.2, 8.2%, -6.4%, 3.9%, -46.0%[inhibitor], 7.2%
CC(=O)N=c1sc2cc(C)ccc2n1C
    3.2%, 2.3%, i, -5.3, 12.5%, 27.1%, 8.4%, ?, 19.8%
Cc1cccc(NC(=O)c2nc[nH]c2C(=O)N2CCN(c3ccccc3)CC2)c1
    8.6%, -5.4%, i, -0.9, 2.8%, 1.9%, -17.1%, 11.9%, 9.4%
O=C(c1ccccc1)c1ccc(C(=O)O)c(C(=O)O)c1
    -10.1%, -1.7%, i, 5.7, -2.7%, 2.1%, -29.6%, -3.2%, 1.0%
CN(C)CCCNC(=S)Nc1ccc(-c2ccccc2)cc1
    -8.8%, 10.3%, i, -6.0, 20.6µM*, -37.2%, 0.4%, 4.4%, ?
COc1ccc(N/C=C2\CCc3ccccc3C2=O)cc1
    ?, ?, i, 1.3, ?, -55.4%, -10.8%, ?, ?
COc1ccccc1CNC(=O)C1CCC(=O)N1C(C)C (centres undefined)
    13.8%, -1.5%, i, 12.3, 6.1%, -1.4%, 28.7%, 3.2%, 4.6%
COc1ccc(CCNC(=O)CSc2nnc(NC(C)=O)s2)cc1OC
    -3.3%, 6.5%, i, 14.4, 6.5%, -11.5%, -0.2%, -0.2%, 2.2%
COc1ccc(/C=C(\C#N)C(=O)OCC(=O)NC(=O)NCCC(C)C)cc1
    -6.4%, -4.7%, i, 12.7, ?, ., 0.0%, -2.7%, 12.2%
Cc1onc(-c2ccccc2)c1C(=O)Nc1cccc(OC(C)C)c1
    10.4%, 0.8%, i, -11.5, -10.7%, -13.6%, ?, 16.7%, -10.9%
COc1ccc(OCC(=O)Nc2ccc(Cl)c(-c3nc4ncccc4o3)c2)cc1
    0.0%, ., i, ., ., -7.8%, -24.4%, ., .
CCN1c2ccccc2NC2C1C(C(C)=O)C(=O)N2c1ccc(Cl)cc1 (centres undefined)
    -3.3%, 4.61µM*, i, 31.2, ?, -36.8%, -4.7%, 2.91µM*, 15.8µM*
Cc1ccc(Nc2nc(N)nc(CSc3nc4ccccc4s3)n2)cc1
    -0.6%&-28.6%, ?, ., -70.4*, ?, ?, ?, ?, ?
CCCCOc1ccc(S(=O)(=O)Nc2cccc(-c3ccc(N4CCOCC4)nn3)c2)cc1
    -10.2%, ., ?, ., ., -10.6%, ?, ., .
O=C(C=Cc1ccc2c(c1)OCO2)C1CC1
    22.4%, ., i, -9.1, 5.5%, ., 17.9%, ., 4.2%
COc1ccccc1-c1cn[nH]c1-c1ccc(OCc2ccccc2)cc1O
    ?, ?, i, -99.4*, -17.9%, -6.7%, -21.9%, 23.1µM*, ?
COc1ccc(CC(=O)N2CC(C)CC(C)C2)cc1 (centres undefined)
    3.7%, 0.8%, i, -10.0, 5.1%, 2.9%, -6.2%, 11.8%, 1.5%
CCOC(=O)Cc1csc(NC(=O)c2ccc(N3CCOCC3)cc2[N+](=O)[O-])n1
    0.0%, ?, i, -21.8, -1.0%[9.24 µM], -24.8%, 2.6%, 18.9%, -0.8%
COc1cc2nc(C3CC3)n(NC(=O)c3ccc(Cl)cc3)c(=O)c2cc1OC
    ?, ?, i, 22.8, ?, -10.2%, 0.0%, ?, ?
CCC1(c2ccccc2)NC(=O)N(CC(=O)N2CCN(S(=O)(=O)c3ccccc3)CC2)C1=O (centres undefined)
    16.1%, ?, i, 13.4, 0.9%, 19.5%, -13.7%, 0.9%, -2.6%
O=C(NCCO)C1(c2ccc(Cl)cc2)CCCC1
    -24.8%, -0.2%, i, 4.8, 6.4%, -6.8%, -17.5%, -2.9%, -11.1%
CCN(C(=O)CN1CCCCCC1)c1c(N)n(Cc2ccccc2)c(=O)[nH]c1=O
    0.7%, 2.0%, i, 12.3, -1.3%, 6.6%, -27.3%, -0.9%, 0.4%
CCc1nc2c(OCCC3CCCCC3)cccn2c1N(C)C(=O)C1CC1
    0.0%, ., ., 0.0, ?, -32.6%, -19.2%, ., ?
O=C1/C(=C/c2cccnc2)SC(=S)N1N1CCOCC1
    7.1%, -3.4%, i, 25.6, 6.3%, -17.3%, 16.3%, 1.2%, 2.0%
Fc1ccc(C2C3=C(Nc4ncnn42)c2ccccc2OC3c2ccncc2)cc1 (centres undefined)
    0.0%, 15.8%, i, -55.3*, ?, -5.0%, -8.4%, 22.7%, -22.5%
CC(C)(C)NC(=O)c1ccc(Sc2ccccc2)c([N+](=O)[O-])c1
    -10.4%, 3.2%, i, 4.9, -19.1%, -0.5%, ?, -6.6%, -9.2%
Cc1ccc2cc(CCNC(=O)c3ccco3)c(=O)[nH]c2c1
    -2.4%, -2.5%, i, -9.0, -0.9%, 34.6%[activator], 17.1%, 2.2%, 13.6%

Brought forward from above: 3 compounds, followed by the next part.
Below each compound: KB-3-1 cytotox, SW480 rereplic, ATXN viability, IL1B secr inh, HT1080-NT tox, ATXN2 expr inh, KB-V1 cytotox, MCF10A rereplic, HT1080 IDH1KD tx
Fc1ccc(C2C3=C(Nc4ncnn42)c2ccccc2OC3c2ccncc2)cc1 (centres undefined)
    0.0%, 15.8%, i, -55.3*, ?, -5.0%, -8.4%, 22.7%, -22.5%
CC(C)(C)NC(=O)c1ccc(Sc2ccccc2)c([N+](=O)[O-])c1
    -10.4%, 3.2%, i, 4.9, -19.1%, -0.5%, ?, -6.6%, -9.2%
Cc1ccc2cc(CCNC(=O)c3ccco3)c(=O)[nH]c2c1
    -2.4%, -2.5%, i, -9.0, -0.9%, 34.6%[activator], 17.1%, 2.2%, 13.6%
O=C(NCC(=O)N(c1cccnc1)C(C(=O)NC1CCCC1)c1cccs1)c1ccco1 (centres undefined)
    4.1%, -0.1%, i, -17.5, -3.3%, -0.5%, -8.6%, ?, 14.9%
Cc1cccc(CN2CCN(C(=O)CCc3nnc(C4CCCCC4)o3)CC2)c1
    -13.1%, 3.5%, i, -13.0, -4.5%, ., -21.8%, 8.8%, -2.6%
CN(C)C(=O)CN1C(=O)NC(c2ccccc2)(c2ccccc2)C1=O
    -2.9%, -5.1%, i, -13.7, 7.6%, -0.2%, -16.2%, 2.0%, 9.1%
CCc1nc2ccc(C(=O)NCCOc3ccc(OC)cc3)cn2c1N(C)C(=O)C1CCCCC1
    0.0%, ., i, -8.2, -1.9%, 2.0%, -0.6%, ., -1.3%
COc1ccc(NC(=O)c2ccc(S(=O)(=O)N3CCCCC3)cc2)c(OC)c1
    -3.1%, -9.4%, i, 22.4, -30.3%, 3.0%, -9.3%, 12.0%, -19.0%
Cc1ccc(S(=O)(=O)NCCC(=O)Nc2nnc(C3CC3)s2)cc1C
    14.1%, -4.0%, i, 55.4, 3.8%, 2.8%, 12.5%, 2.2%, -0.2%
CC1=C(C(=O)Nc2ccccc2)C(c2ccc(C)o2)n2c(s/c(=C/c3ccccc3)c2=O)=N1 (centres undefined)
    -3.5%, -2.8%, i, ?, -4.4%, -7.0%, -10.0%, 14.6µM*, -10.3%
O=C(c1cccs1)N(Cc1cc2ccccc2[nH]c1=O)c1ccccc1
    ?, 0.5%, i, -15.9, 15.5%, 36.7%, 5.17µM*, -69.9%[inhibitor], -2.1%
Cc1ccc(CNC(=O)CN2CCN(Cc3ccc(F)cc3)C2=O)cc1
    7.9%, ., i, ., ., 0.4%, -11.6%, ., .
O=C(NCc1cccnc1)Nc1ccc(Cl)cc1Cl
    -1.3%, -27.8%, i, -4.5, 5.1%, -2.7%, 0.5%, -4.2%, 1.0%
CCC(CO)Nc1ccn2nc(-c3cccs3)cc2n1 (centres undefined)
    0.0%, ., i, -50.1*, 22.1%, 27.2%, 4.0%, ., 0.0%
CCn1c(C)cc(/C=C2\NC(=O)N(CC(=O)Nc3ccc(F)cc3)C2=O)c1C
    0.6%, 0.0%, i, -10.8, -13.3%, 6.9%, 1.2%, 5.1%, 3.9%
Cc1ccc(C(=O)NCC(=O)N2CCC(Cc3ccccc3)CC2)cc1
    4.2%, 20.0%, i, -69.1*, -0.3%, 3.1%, -13.8%, 23.1%, -22.6%
COc1cc(/C=N/O)ccc1OCc1ccccc1Cl
    1.1%, -10.3%, i, -25.5, -26.5%, 76.7%[activator], -2.6%, 0.2%, -21.1%
COc1ccc(/C=N/N=C2/SCC(=O)N2Cc2ccccc2)cc1
    3.8%, -9.3%, i, 4.2, -5.8%, 78.4%[activator], 5.8%, 5.5%, -7.8%
CN(C)C(=O)Cn1c(SCC(=O)NCc2ccc3c(c2)OCO3)nc2ccccc21
    14.8%, -4.6%, i, -0.5, 2.1%, 4.4%, -6.8%, 0.3%, -1.1%[9.24 µM]
CCOc1ccc(S(=O)(=O)NCc2cccnc2)cc1
    -23.6%, 0.5%, i, 17.7, 0.4%, -18.4%, -13.4%, 0.0%, -0.4%
